# High-throughput results deposited in PubChem by several laboratories.
# hgDAF-12 ag: activates the H. glycines DAF-12 receptor ligand-binding domain | HEK293 GAL4-hgDAF12 UAS-luciferase reporter, agonist luminescence; normalized to butyrate control | activation, % at 6.8 µM | 370,000 tested, 1.8% active | AID 687014;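 active = activation above a cutoff set at the mean of all screened compounds plus 3 SD, cut at about 10% in these data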;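 also: 0% = DMSO wells and 100% = sodium butyrate wells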
# PG9 Ab binder: binds the HIV-1 gp120 antibody PG9; 360,000 tested, 0.43% active; TR-FRET gp120-PG9 antibody binding; inhibition, % at 6.7 µM; in the data active = inhibition above about 8.5%
# sPLA2-III inh: Inhibits HGIII-sPLA2 liposome hydrolysis, primary screen; Q9NZ20; QFRET BODIPY PC-A2 liposome hydrolysis, fluorescence; inhibition, % at 12.2 µM; 370,000 tested, 0.56% active;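 active = inhibition above mean plus 3 SD of compounds lying within the high and low control bounds, cut at about 19% in these data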;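 also: 0% = median of test compound wells and 100% = no enzyme DMSO wells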
# Target sequence (Q9NZ20 whole entry, looked up): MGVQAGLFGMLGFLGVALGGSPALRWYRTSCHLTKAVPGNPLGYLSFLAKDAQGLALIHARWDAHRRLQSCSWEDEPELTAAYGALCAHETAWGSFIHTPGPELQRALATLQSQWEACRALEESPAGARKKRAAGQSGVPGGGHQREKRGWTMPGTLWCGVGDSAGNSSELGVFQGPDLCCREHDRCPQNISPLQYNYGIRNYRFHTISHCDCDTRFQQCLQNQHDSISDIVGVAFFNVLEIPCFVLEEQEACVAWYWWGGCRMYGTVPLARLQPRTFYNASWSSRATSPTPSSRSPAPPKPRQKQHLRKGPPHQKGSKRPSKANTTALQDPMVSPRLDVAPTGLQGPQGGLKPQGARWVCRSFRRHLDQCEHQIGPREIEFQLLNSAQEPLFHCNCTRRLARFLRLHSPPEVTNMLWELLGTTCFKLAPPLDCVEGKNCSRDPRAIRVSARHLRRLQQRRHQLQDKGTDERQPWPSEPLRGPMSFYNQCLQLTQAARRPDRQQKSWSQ
# hcDAF-12 act: activators of H. contortus DAF-12 nuclear receptor. 370,000 tested, 1.4% active. activation, % at 6.8 µM. HEK293 hcDAF-12 lit1-tk-luc reporter, luminescence; 0% DMSO, 100% Δ7-dafachronic acid;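 active = activation above the mean of all tested compounds plus 3 SD, cut at about 5.5% in these data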;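 also: 100% = response to 3 µM Δ7-dafachronic acid high control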
# NR1D1 modulator: modulators of human Rev-erb alpha DNA binding. Rev-erbα–FITC-DNA binding, fluorescence polarization, 90 min. activity, % at 10 µM. P20393. 370,000 tested, 0.79% active. AID 1259318;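 active = activity above about 14%, limit read from the data; passing the limit was not always enough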;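 also: 0% = DMSO wells with 35 nM protein and 100% = DMSO wells with 750 nM protein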
# Target sequence (P20393 whole entry, looked up): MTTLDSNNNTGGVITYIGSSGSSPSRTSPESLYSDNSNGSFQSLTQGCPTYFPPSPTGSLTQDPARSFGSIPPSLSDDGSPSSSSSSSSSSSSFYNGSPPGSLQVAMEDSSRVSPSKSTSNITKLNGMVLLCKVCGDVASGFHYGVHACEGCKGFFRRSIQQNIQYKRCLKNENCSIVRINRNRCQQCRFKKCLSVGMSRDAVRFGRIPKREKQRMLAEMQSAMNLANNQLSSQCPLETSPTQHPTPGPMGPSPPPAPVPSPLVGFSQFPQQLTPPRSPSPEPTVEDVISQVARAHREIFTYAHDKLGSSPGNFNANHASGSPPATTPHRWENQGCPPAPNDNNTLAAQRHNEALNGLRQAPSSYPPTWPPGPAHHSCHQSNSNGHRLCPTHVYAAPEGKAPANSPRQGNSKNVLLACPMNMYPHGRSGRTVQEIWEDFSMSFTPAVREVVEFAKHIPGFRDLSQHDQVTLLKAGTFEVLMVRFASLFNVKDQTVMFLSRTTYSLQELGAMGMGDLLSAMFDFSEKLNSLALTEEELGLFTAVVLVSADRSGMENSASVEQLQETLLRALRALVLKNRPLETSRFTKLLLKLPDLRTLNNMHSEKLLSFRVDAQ
# DAX1 inh-1: inhibitors of human orphan nuclear receptor DAX1 (NR0B1) | HEK293 Gal4-DAX1 luciferase reporter, luminescence | inhibition, % at 6.75 µM | 340,000 tested, 0.99% active | AID 504766;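 active = inhibition above the mean over all tested compounds plus 3 SD, cut at about 4.2% in these data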;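 also: 0% = DAX1-transfected cells with DMSO and 100% = empty-vector control cells with DMSO; inhibition shows as a rise in luminescence from relieved DAX1 repression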
# SMARCA2 act: activators of SMARCA2 function. MG213 cells, MMTV-luciferase reporter, dexamethasone, overnight. activation, % at 9.1 µM. 370,000 tested, 1% active. AID 652017; in the data active = activation above about 7.8%;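 also: 0% = vehicle wells and 100% = reference activator wells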
# DAX1 inh-2: inhibitors of DAX1 repression of SF-1 activated StAR promoter. inhibition, % at 6.8 µM. HEK293T StAR-luciferase reporter, SF-1/DAX-1 repression relief. AID 652010. 370,000 tested, 1.1% active;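 active = inhibition above the mean over all tested compounds plus 3 SD, cut at about 3.6% in these data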;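 also: 0% = DAX-1 cells with DMSO and 100% = cells lacking DAX-1 with DMSO; higher inhibition means more luminescence from relief of DAX-1 repression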
# PLCb3 inh: inhibitors of human phospholipase C beta3 | 370,000 tested, 0.18% active | AID 720704 | inhibition, % at 12.2 µM | Purified PLC-beta3, fluorogenic substrate, fluorescence | Q01970; in the data active = inhibition above about 11%;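 also: 0% = median of compound wells on plate and 100% = full blocker control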
# ssDAF12 agonist: activates DAF-12 receptor from parasite S. stercoralis; HEK293 ssDAF-12/GRIP1 lit1-tk-luc reporter, luminescence; % of 3 µM dafachronic acid response; activation, % at 6.8 µM; 370,000 tested, 1% active;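 active = activation above the mean over all tested compounds plus 3 SD, cut at about 0.9% in these data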;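 also: 0% = DMSO-only wells and 100% = 3 µM delta7-dafachronic acid wells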
# GAA850 FXN act: increases GAA850 frataxin promoter reporter activity. HEK293 lucGAA850 FXN promoter luciferase reporter, 24 h; percent of 10 µM SAHA response. activation, % at 6 µM. 360,000 tested, 0.56% active. AID 540364;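 active = activation above the average of all compounds screened plus 3 SD, cutoff fixed separately per campaign, cut at about 7.5% in these data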;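 also: 0% = DMSO wells and 100% = 10 µM SAHA wells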
# Active calls of the source: *; i = inactive; . = not tested or not shown. Compounds as they come; 7% or so of the library scored in one or more.
SMILES,hgDAF-12 ag,PG9 Ab binder,sPLA2-III inh,hcDAF-12 act,NR1D1 modulator,DAX1 inh-1,SMARCA2 act,DAX1 inh-2,PLCb3 inh,ssDAF12 agonist,GAA850 FXN act
Cc1ccc(-c2cc(C#N)c(=O)n(Cc3c(Cl)cccc3Cl)c2)cc1,-0.3,-1.4,1,0.5,8,0.8,0,-0.4,-9,-0.8,2.3
Cc1c(Cl)cccc1NC(=O)C1CC(=O)N(C2CCCC2)C1 (stereo not given),1.1,-0.1,4,-0.8,-4,0.9,2,-2.2,-3,-0.7,2.8
N#CC(Cc1ccccc1OC(F)F)c1nc2ccccc2[nH]1 (stereo not given),2.1,-0.3,-27,1.1,-3,-0.1,0,0.1,-20,-0.8,-0.7
COc1cc(/C=C(\C#N)c2nc3ccccc3[nH]2)cc(Br)c1OCc1ccccc1,8.5,-1.9,-7,1.6,5,0.8,0,1.0,-169,-0.7,1.3
Nc1c(Cl)ncnc1NCCc1ccc(O)cc1,-1.8,-1.9,9,-3.8,-1,-4.5,-5,-1.8,-10,-2.4,-0.4
COc1ccc(S(=O)(=O)N2CCCC2C(=O)Nn2cnnc2)cc1 (stereo not given),-0.3,0.3,2,1.4,1,-0.2,1,0.7,0,-0.2,2.8
N=c1sccn1CC(=O)Nc1cc(S(=O)(=O)N2CCCCC2)ccc1Cl,0.8,-1.2,2,-1.5,0,0.2,0,0.1,-3,-1.7,1.1
N#Cc1c(Nc2ccccc2)c(/C=N/N=C/c2ccccc2)c[nH]c1=O,-2.0,-4.2,-10,-1.3,-8,0.1,4,-0.4,2,-0.4,3.7
COc1ccc(OCCCc2c(C)n[nH]c2C)cc1,1.1,0.1,1,-1.4,-2,-0.4,1,-0.8,-1,-1.4,-2.1
C#Cc1ccc([C@H]2C=C(C(=O)NCc3ccccc3)O[C@@H](OCC)[C@@H]2CCCO)cc1,-3.4,1.0,-5,-0.7,2,-0.4,-1,-0.2,-7,-1.1,-3.1
NNc1ccc(Cc2ccc(Cl)cc2Cl)nn1,1.1,-2.0,4,0.2,-2,-0.7,-4,-1.2,-3,-1.1,0.9
CCC(=O)NC(=S)Nc1ccc(NC(=O)c2ccc(Br)o2)cc1,0.5,-2.4,5,-1.4,1,0.2,2,-0.9,8,-2.2,2.7
CCOC(=O)c1nc(C)sc1-c1ccnn1S(=O)(=O)c1ccccc1C(F)(F)F,-2.6,0.2,8,-0.7,2,.,-1,0.8,-5,-0.8,1.9
COc1ccc(CN(C)C(C)C(=O)Nc2ccc([N+](=O)[O-])cc2Cl)cc1OC (stereo not given),3.4,-3.5,4,2.0,0,0.0,-3,-0.1,3,-1.0,3.2
COCCNC(=O)c1ccc(N2CCCCC2)c(NS(=O)(=O)c2ccc(C)cc2)c1,-1.8,-0.8,-2,-2.3,1,0.2,1,0.7,-6,-1.3,2.0
Cc1ccc2oc(=O)n(CCOc3ccccc3Cl)c2c1,-1.5,-0.1,-8,-1.4,10,1.1,0,-1.6,-2,-0.9,-2.3
O=C(c1ccccc1)c1ccc2c(c1)OCCOCCOCCOCCO2,0.2,-0.8,-1,-0.7,1,-2.4,-2,0.1,-5,-0.8,0.7
Cc1ccc(S(=O)(=O)Nc2cc(C)on2)cc1,0.5,-0.3,-1,1.2,2,-0.6,-2,0.0,3,-1.1,0.9
Cc1ccc(NC2CCCN(C(=O)CCc3ccncc3)C2)cc1C (stereo not given),-1.1,-1.8,-3,-0.5,-1,0.1,0,-2.0,-5,-0.8,1.4
CNC(=O)c1ccc(S(=O)(=O)c2ccc(Cl)cc2)c(NC(C)=O)c1,2.3,-1.8,0,1.9,-4,0.1,1,-0.2,-4,-1.1,0.6
CC(=O)c1ccc(NC(=O)CC(C)S(=O)(=O)c2ccc3c(c2)CCN3C(C)=O)cc1 (stereo not given),0.2,-2.2,-4,0.9,-4,-0.1,-2,4.1*,-7,-0.7,1.6
COc1ccc(/C(O)=C2/C(=O)C(=O)N(CCN(C)C)C2c2ccccc2)cc1Cl (stereo not given),3.1,8.7*,5,-1.5,-3,-0.1,-1,0.3,0,-0.6,-0.3
CCC(=O)N(CC)c1nc(-c2ccc(OC)cc2)cs1,5.3,0.1,-1,3.5,-6,0.4,0,0.8,2,-1.6,2.3
O=C(NC1CCCC1)C(c1ccc(O)cc1)N(CC1CCCO1)C(=O)C1COc2ccccc2O1 (stereo not given),2.1,-1.9,-55,-0.9,0,-0.7,1,-0.1,2,-1.6,-1.9
COc1ccc(C=O)c2[nH]c3c(Cl)ncnc3c12,-0.9,-0.9,13,4.7,1,-0.5,-2,0.0,-68,-0.6,4.2
O=C(N[C@@H]1C[C@@H]2O[C@@H](CO)CC[C@@H]2O[C@@H]1CCc1ccc(-c2ccccc2)cc1)c1cnccn1,8.7,.,-13,-0.1,-2,.,-2,-1.6,-3,-1.0,.
COc1ccc([N+](=O)[O-])cc1NC(=O)C(C)Sc1ccccc1 (stereo not given),1.8,-1.9,-5,-3.1,-3,0.7,3,-0.2,7,-1.8,1.6
Cn1nc(C(=O)Nc2ccccc2N2CCOCC2)ccc1=O,-0.8,0.2,14,-3.1,4,1.3,-1,-0.6,-7,-0.6,-1.6
COC(=O)c1ccc2c(=O)n(CCCCCC(=O)NC(C)C)c(=O)[nH]c2c1,3.8,-0.6,5,-1.5,-7,-0.3,-3,0.5,-148,-1.6,2.1
O=c1c2c(nc3cc(-c4ccccc4)[nH]n13)CCS2,6.6,-0.8,7,2.6,-25,0.0,-1,1.7,-33,-0.2,2.2

# Shown as tab-separated lines: 2 of the compounds above
molecule	hgDAF-12 ag	PG9 Ab binder	sPLA2-III inh	hcDAF-12 act	NR1D1 modulator	DAX1 inh-1	SMARCA2 act	DAX1 inh-2	PLCb3 inh	ssDAF12 agonist	GAA850 FXN act
Cc1ccc2oc(=O)n(CCOc3ccccc3Cl)c2c1	-1.5	-0.1	-8	-1.4	10	1.1	0	-1.6	-2	-0.9	-2.3
O=C(c1ccccc1)c1ccc2c(c1)OCCOCCOCCOCCO2	0.2	-0.8	-1	-0.7	1	-2.4	-2	0.1	-5	-0.8	0.7

# Carrying on:
SMILES,hgDAF-12 ag,PG9 Ab binder,sPLA2-III inh,hcDAF-12 act,NR1D1 modulator,DAX1 inh-1,SMARCA2 act,DAX1 inh-2,PLCb3 inh,ssDAF12 agonist,GAA850 FXN act
O=C(Cc1cccs1)NNC(=S)NCc1ccco1,1.1,3.0,12,2.2,-3,-1.6,0,-0.5,-5,-0.8,-0.1
CCOc1ccccc1N=C1SCC(C)N1C(=O)C1CCN(c2ncnc3sc(C)c(C)c23)CC1 (stereo not given),0.0,3.2,4,-1.3,7,0.5,-2,-0.6,-13,-1.8,0.3
Nc1n[nH]c(N)c1N=Nc1ccc(Cl)cc1Cl,7.6,-3.8,8,1.4,8,1.6,3,0.4,2,-1.2,3.9
FC(F)(F)c1ccccc1/C=N/n1c(COc2ccccc2)n[nH]c1=S,-2.9,1.8,-11,-0.2,-1,0.7,2,0.8,-11,-1.1,0.9
Cc1cccc2sc(NNC(=O)c3cc(-c4cccs4)nc4ccccc34)nc12,2.2,2.2,50*,4.7,5,0.4,-9,2.1,-130,-0.4,-1.2
COc1cc2c(cc1OC)C(C)N(C(=O)c1ccc(Br)o1)CC2 (stereo not given),-3.9,-1.9,1,-2.0,-3,-0.9,-1,-0.1,2,-1.7,3.8
CN(C)CCCOc1cccc(Oc2ccccc2)c1,2.1,-0.8,-5,-1.2,7,-0.4,1,-0.4,5,-1.0,-0.8
CCOc1ccc(Cl)cc1-c1cc(C(=O)Nc2ccc(OC)nc2)[nH]n1,0.7,-0.6,-2,-2.1,-7,.,-2,-0.7,2,-2.0,0.8
CN(CCC#N)C(=O)COC(=O)c1c2c(nc3ccccc13)/C(=C\c1ccco1)CC2,-3.4,-1.6,-7,-1.8,-31,0.4,-1,-1.0,-67,-1.0,1.8
CC(C)C(NC(=O)c1ccco1)C(=O)OCC(=O)NCCc1ccccc1 (stereo not given),-1.0,-0.4,3,-1.3,-2,0.1,-4,0.2,-9,-1.1,1.7
Cc1ccc(CNC(=O)C(=O)NCC2CCCN2S(=O)(=O)c2cc(C)ccc2C)cc1 (stereo not given),-1.8,-0.8,-18,0.2,1,-1.0,-3,-0.1,-2,-1.2,-1.0
CCN1CCc2c(C#N)c(N3CCOCC3)nc(NCCO)c2C1,1.3,0.6,0,-0.1,3,-0.6,-5,-0.4,i,-1.2,-0.1
O=C(COC(=O)c1ccc(=O)n(Cc2ccccc2)n1)Nc1ccc2c(c1)OCCO2,3.6,0.4,-2,-1.0,-4,1.0,-3,-1.4,0,-1.3,-2.1
COc1ccc(NC(=O)CSc2nccn2-c2cccc(OC)c2)cc1,0.1,-1.5,4,-0.4,-3,0.1,0,-1.0,-1,-1.6,1.0
CCOC(=O)c1c(S(=O)(=O)NCC(=O)NCc2cccc(C)c2)c(C)n(C)c1C,3.4,0.5,2,2.0,-2,1.6,-3,-0.3,-5,-0.6,-1.0
COC(=O)c1sc2ncccc2c1OCc1ccccc1Cl,-0.6,1.0,-8,-1.9,2,0.0,-3,-0.8,-1,-1.8,-0.8
O=C(c1ccco1)N(Cc1ccccc1)c1cccc([N+](=O)[O-])c1,-1.2,-0.7,-4,0.4,-3,-0.4,3,-0.2,3,-1.5,4.5
CCCc1nc2ccccc2c(=O)n1CC(=O)c1ccc(F)cc1,1.0,0.3,0,2.7,-3,1.3,1,-0.1,-1,-0.4,-2.0
C=CCN(C/C(=N\O)c1sc(C(=O)OCC)nc1C)c1cccc(Br)c1,-1.2,0.2,-21,-0.8,-7,-0.3,-1,0.7,-4,-1.7,0.7
Cc1ccc(-n2c(CC#N)n[nH]c2=S)c(C)c1,-3.9,1.4,5,-1.9,3,-0.9,-3,0.3,-8,-1.9,3.3
Cc1nnsc1SCC(=O)O,0.2,-3.8,4,-0.8,-1,0.6,-2,0.2,4,-0.9,0.0
C=CCN1CCN(C(=O)CCc2ccccc2)CC1,-0.7,-2.0,-4,2.0,-2,-0.7,-1,0.1,-2,-0.6,-0.7
CCOC(=O)c1nc(S(C)(=O)=O)ncc1N1CCOCC1,-2.0,-0.8,5,-2.0,-1,0.7,1,-0.2,2,-0.8,1.4
COc1ccc2ccccc2c1C1NC(=O)NC(C)=C1[N+](=O)[O-] (stereo not given),-1.4,-0.3,-2,-3.0,-1,0.9,5,-0.4,0,-1.2,-0.5
C=CCN(C(=O)CNC(=O)c1ccco1)C(C(=O)NC1CCCC1)c1cccs1 (stereo not given),-4.4,0.0,4,-2.2,-2,1.4,-5,0.8,1,-1.8,-0.5
CC(=O)O[C@]1(C(C)=O)CCC2C3CCC4=C/C(=N/OCC(=O)O)CC[C@]4(C)C3CC[C@@]21C (stereo not given in full),0.2,-0.4,-10,3.1,-8,-0.4,-2,0.6,-5,-0.8,0.8
COC(=O)c1ccccc1NC(=O)CN1CCC(C(=O)c2ccc3c(c2)OCCO3)CC1,-3.4,0.6,-14,-3.4,0,-1.2,-5,-1.5,-5,-2.2,-1.1
O=C(c1ccncc1)N1CCCC(N2CCN(c3cccc(C(F)(F)F)c3)CC2)C1 (stereo not given),-0.8,-0.9,1,-2.6,1,0.7,0,-1.1,-4,-1.3,-2.0
